High-throughput results as filed in PubChem.
HepG2 tox: HepG2 cytotoxicity, counter-screen for TGF-b inhibitors | HepG2 CAGA-GFP viability, ATP luminescence, 18 h | Potency, µM (highest dose often 46.1 µM), for inactives: at the top dose activity change, negative = cytotoxicity, hits mostly cytotoxic | actives 0.76% (n = 410,000); also: potency is read from the fitted curve at half-maximal effect; some results filed as inactive show a strong effect at the top dose
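HepG2 CAGA-GFP cells (1000/well, DMEM with 1% FBS) received compound, then TGF-beta at 500 pg/mL final, and were incubated 18 hours at 37 degrees C. Viability was read by CellTiter-Glo luminescence. Media-only wells were set as complete cell-killing and DMSO as no toxicity.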
Mm-Cpn inhibitor: M. maripaludis TRiC chaperonin inhibition. purified Mm-Cpn ATPase, ADP Transcreener TR-FRET. Potency, µM (top dose mostly 76.9 µM), for inactives: top-dose activity, negative = inhibition, usual class: inhibitors. actives 0.031% (n = 330,000); also: potency is read from the fitted curve at half-maximal effect; % is scaled to controls: 0 for no effect and ±100 for the full control effect; nearly all actives have a fitted effect of over 80% in size
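ATPase read-out: TR-FRET ADP immunoassay (anti-ADP Eu cryptate vs ADP-d2), ex 320 nm, em 590/665 nm; signal drops as ADP forms. Enzyme 25 nM, ATP 10 uM, 30 min at 37°C after 10 min compound preincubation.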
TGFb SMAD3 inh: inhibitors of TGF-b signaling; HepG2 CAGA-GFP TGF-b/SMAD3 reporter, GFP fluorescence, 18 h; TGF-beta stimulated, 500 pg/mL final; Potency, µM (highest dose often 46.1 µM), without a hit: top-dose activity, negative = inhibition, most hits filed as inhibitors; actives 1.2% (n = 410,000); also: potency is read from the fitted curve at half-maximal effect; % is scaled to controls: 0 for no effect and ±100 for the full control effect; nearly all actives have a fitted effect of over 65% in size
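Read-out: total well GFP (ex488/em500-530) summed from mean per-cell fluorescence. Cells: HEPG2 CAGA-GFP, 1% FBS DMEM, 18 h at 37 degrees C with 500 pg/mL final TGF-beta. Unstimulated wells served as the full-inhibition control; stimulated DMSO wells = 0%.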
Abeta yeast res: compounds reversing amyloid beta toxicity in yeast; actives 0.063% (n = 410,000); Potency, µM (titrated, usually from 46.1 µM), inactives show top-dose growth rescue, actives largely listed as activators; yeast expressing A-beta42, growth rescue, OD600, 48 h; response scale: 0% DMSO, 100% iron-clioquinol control; AID 1347071; also: potency is read from the fitted curve at half-maximal effect; nearly all actives have a fitted effect of over 55% in size
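Growth rescue measured by 600 nm absorbance after 48 h yeast culture at 30 C with compound. Values normalized between DMSO and an equimolar ferric chloride plus clioquinol control.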
pAkt inh: blocks phosphorylation of Akt | actives 0.32% (n = 360,000) | activity change, % for hits at 50 µM | AID 651550 | Neuro2A IGF-stimulated pAkt S473 HTRF, 20 min; stronger effect = lower value; in the data active = activity change below about -80%; inconclusive = mostly about -51% to -80%; also: % is scaled to controls: 0 for no effect and ±100 for the full control effect
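Neuro2A cells in DMEM with 0.5% FBS, overnight at 37 deg C, given compound at single 50 µM final, then IGF (6 nM final) for 20 min at 37 deg C. Lysed; phospho-Akt Ser473 by HTRF after 24 h, 665/615 ratio.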
CCT chaperon mod: changes cytosolic chaperonin activity. AID 651819. actives 0.3% (n = 360,000). purified chaperonin ATPase assay, HTRF ADP detection, 30 min. activity change, % (no concentration beside the values), hits read low; in the data active = activity change below about -30%; also: % is scaled to controls: 0 for no effect and ±100 for the full control effect
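Enzyme 40 or 20 nM (batch-dependent) in Tris pH 7.4/KCl/MgCl2/DTT; cpd 76 uM single point; ATP 10 uM; 30 min 37 °C; Transcreener ADP HTRF detection, 30 min RT; ratio 665/615.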
Nrf2 block: inhibitors of Nrf2 signaling; A549 ARE-Fluc reporter, luciferase luminescence, 18-24 h; Potency, µM (series often up to 46 µM), without a hit: at the top dose activity change, negative = inhibition, actives largely listed as inhibitors; actives 2.1% (n = 360,000); AID 504444; also: potency is read from the fitted curve at half-maximal effect; % is scaled to controls: 0 for no effect and ±100 for the full control effect; nearly all actives have a fitted effect of over 60% in size
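Nrf2 function is reported as luminescence of an ARE-controlled luciferase in A549 cells. Compounds were tested at several concentrations, and a CellTiter-Fluor read on the same wells flagged cytotoxicity.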
A549 tox: A549 cytotoxicity, counter-screen for Nrf2 inhibitors; A549 ARE-Fluc cells, CellTiter-Fluor viability, 18-24 h; Potency, µM (highest dose often 46 µM), for inactives: top-dose activity change, negative = cytotoxicity, usual class: inhibitors; actives 0.16% (n = 390,000); AID 504648; also: potency is read from the fitted curve at half-maximal effect; % is scaled to controls: 0 for no effect and ±100 for the full control effect
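Cytotoxicity counterscreen: CellTiter-Fluor fluorescence was measured in A549 ARE_Fluc cells after 18-24 h of compound exposure in a concentration series. The subsequent BugLite luminescent read reports ARE-luciferase activity.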
Nrf2 activator: activators of Nrf2 (ARE) signaling. AID 624171. Potency, µM (series often up to 46.1 µM), for inactives: top-dose activation, usual class: activators. AREc32 ARE-luciferase reporter (MCF7-derived line), luminescence, 24 h. actives 0.31% (n = 410,000); also: potency is read from the fitted curve at half-maximal effect; % of control where 0% means no effect; nearly all actives have a fitted effect of over 65% in size
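Luciferase luminescence (Steady-Glo, 30 min at room temperature) served as the read-out of ARE activation in AREc32 cells treated with compounds for 24 hr at 37 deg C.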
* = called active by the depositor; i = inactive; ? = inconclusive; . = not tested or not shown; & = joins results of further samples; [ ] = another dose, or the depositor's remark. Unless noted, calls follow the shape of the dose curve; as a rule, active = well fitted curve in the direction sought with a large enough effect; inconclusive = small, poorly fitted or top-dose-only effect, or another doubt; inactive = no such curve, though single readings can be large; an effect the other way counts as inactive or inconclusive. Compounds as they come. Share with any hit: about 4.3%.

SMILES	HepG2 tox	Mm-Cpn inhibitor	TGFb SMAD3 inh	Abeta yeast res	pAkt inh	CCT chaperon mod	Nrf2 block	A549 tox	Nrf2 activator
Cc1c(OCC(=O)NC(Cc2ccc(Cl)cc2)C(=O)O)ccc2c1oc(=O)c1ccccc12 (stereo not given)	-9%	-3%	1%	8%	i	-1.0	2%	-2%	4.6%
COc1ccc(CCNC(=O)NC2CCCCC2)cc1OC	1%	-1%	-3%	-2%	i	-3.0	-10%	?	-0.1%
Cc1ccc(NC(=O)CSc2nnc(C)c(=O)[nH]2)cc1	-38%	.	-8%	-18%	.	.	-4%	4%	0.6%
O=C(NCc1ccccc1Cl)c1ccc(CSCc2cccc(F)c2)o1	-24%	.	?	9%	.	.	.	0%	1.1%
COc1ccc(-c2noc(CCC(=O)N3CCN(c4ccc(C(F)(F)F)cc4)CC3)n2)cc1	-10%	2%	4%	4%	i	0.1	11%	4%	-0.4%
COc1ccc(CC2(CO)CCN(Cc3cnn(-c4ccccc4OC)c3)CC2)cc1	-15%	-1%	-7%	7%	i	0.9	11%	11%	-0.4%
CCCNC(=O)c1ccc(N2CCC3(CC2)CC(c2cccc(Br)c2)=NO3)c(N)c1	-19%	-4%	-3%	-18%	i	-4.3	?	-3%	-0.2%
Cc1coc2cc3oc(=O)c(CCC(=O)NCc4ccccn4)c(C)c3cc12	-9%	2%	-3%	5%	i	-0.2	7%	6%	4.0%
O=C(NC1CCN(c2ncccn2)CC1)c1c(F)cccc1F	-19%	0%	-6%	-10%	i	-0.3	-6%	-10%	-0.4%
CCn1cc(CCCC(=O)NCc2cccc(OC)c2)c2ccccc21	-17%	2%	4%	12%	i	-0.1	-8%	2%	0.8%
C=CCOc1nc(N2CCCC2)nc(N2CCCC2)n1	-3%	-5%	?	5%	i	1.1	-6%	-4%	0.5%
O=C(Cc1ccccc1)N1CCN(S(=O)(=O)c2ccc([N+](=O)[O-])cc2)CC1	8%	-1%	-1%	2%	i	-2.5	?	11%	0.1%
COc1cccc(C(=O)CSc2nnc(-c3cccs3)o2)c1	-11%	-6%	0%	0%	i	1.9	-1%	5%	0.2%
CN1/C(=C\C(=O)c2oc3ccccc3c2N)C(C)(C)c2ccccc21	-4%	1%	-3%	23%[9.22 µM]	i	0.6	.	0%	-0.4%
COc1ccc(-c2csc(NC(=O)c3ccc(C(C)(C)C)cc3)c2C(=O)O)cc1	-52%	.	?	-10%	i	-0.7	?	-19%	0.2%
Cc1ccc(OC(=O)c2sc(Cl)nc2C)cc1C	19%	-1%	8%	-11%	i	1.4	14%	-3%	0.3%
COc1ccccc1C(=O)Oc1ccc(C(C)C)cc1	3%	0%	?	13%	i	-5.3	4%	-7%[1.84 µM]	4.3%
CCc1nc2c(OCc3ccc(F)c(F)c3)cccn2c1N(C)C(=O)c1ccc(OC)cc1	-4%	.	-9%	28%	i	-0.1	.	.	0.0%[9.22 µM]
CN(Cc1cccc([N+](=O)[O-])c1)Cc1cccc2ccccc12	-13%	-3%	3%	0%	i	-1.0	6%	7%	-1.2%
CCOC(=O)C1=C(Nc2cccc(Cl)c2)OCC1=O	-25%	3%	-5%	-1%	i	-0.9	.	8%	-0.1%
CCCc1[nH]nc2c1C(Cc1ccccc1)C(C#N)=C(N)O2 (stereo not given)	-35%	2%	1%	7%	-106%*	-2.4	-22%	0%	2.7%
COC(=O)CNC(=O)Cc1c(C)n(C(=O)c2ccc(Cl)cc2)c2ccc(OC)cc12	-4%	0%	0%	11%	i	0.7	-27%	-6%	-0.2%
Cn1cccc1C(C#N)(CC#N)c1cccc(F)c1C#N (stereo not given)	10%	-1%	-1%	-9%	i	-9.3	6%	-12%	0.0%
CCNC(=S)Nc1ccc(Cl)c([N+](=O)[O-])c1	-15%	1%	-8%	-18%	i	-6.1	18µM*	?	3.2%
CC(=O)c1c(C)[nH]c(C(=O)OCC(=O)NCCc2ccc(F)cc2)c1C	-25%	-12%	-10%	8%	i	0.1	?	4%	3.0%
CN(Cc1c(C(=O)N/N=C/c2ccc(O)cc2)nnn1-c1nonc1N)C1CCCCC1	-72%	1%	?	-2%	i	-2.1	?	-29%	-0.7%
O=c1c2ccccc2c(-c2ccccc2)nn1Cc1ccc(Cl)cc1	2%	0%	9%	-7%	i	-0.8	-12%	-8%	0.4%
CCOC(=O)c1ccc(NC(=O)c2nc[nH]c2C(=O)N(C)Cc2ccccc2)cc1	-21%	0%	-17%	7%	i	1.3	8%	0%	3.9%
CN(Cc1ccccc1)C(=O)[C@H]1CCC(=O)N1Cc1ccco1	3%	2%	-19%	1%	i	4.9	3%	4%	-0.2%
COc1ccccc1-c1nnc2sc(COc3ccccc3)nn12	-3%	-1%	0%	-10%	i	-0.3	0%	7%	0.0%
O=C(O)c1[nH]c2ccc(Cl)cc2c1CC(=O)N1CCN(c2ccccc2)CC1	8%	1%	2%	-12%	i	1.1	9%	2%	2.1%
COc1ccc(C(=O)NC(=S)NCc2ccco2)cc1OC	-28%	-2%	-8%	4%	i	2.3	-2%	1%	10%
COC(=O)Cc1c[nH]c2cccc(OCC(O)CN(Cc3ccccc3)C(C)C)c12 (stereo not given)	-27%	-1%	-22%	13%	i	-2.7	-9%	-5%	0.2%
CCOc1ncccc1C(=O)Nc1ccc2c(c1)OCO2	2%	-1%	22%	-12%	i	0.2	?	-3%	3.4%
COc1ccc(CCNC(=O)CN2C(=O)COc3ccc(S(=O)(=O)N4CCOCC4)cc32)cc1OC	4%	3%	19%	9%	i	0.6	5%	-1%	-0.3%
O=C(O)c1ccc(NC2=C(Cl)C(=O)c3ccccc3C2=O)cc1	-23%	?	?	12%	i	-2.4	1%	-11%	10%

An excerpt from above in order of their number in CCT chaperon mod, rising:
| SMILES | Mm-Cpn inhibitor | TGFb SMAD3 inh | pAkt inh | CCT chaperon mod | Nrf2 activator |
| --- | --- | --- | --- | --- | --- |
| CCNC(=S)Nc1ccc(Cl)c([N+](=O)[O-])c1 | 1% | -8% | i | -6.1 | 3.2% |
| COC(=O)Cc1c[nH]c2cccc(OCC(O)CN(Cc3ccccc3)C(C)C)c12 (stereo not given) | -1% | -22% | i | -2.7 | 0.2% |
| COc1ccc(C(=O)NC(=S)NCc2ccco2)cc1OC | -2% | -8% | i | 2.3 | 10% |

(list continues)
SMILES	HepG2 tox	Mm-Cpn inhibitor	TGFb SMAD3 inh	Abeta yeast res	pAkt inh	CCT chaperon mod	Nrf2 block	A549 tox	Nrf2 activator
CN(C(=S)SCc1ccccc1)C1CCS(=O)(=O)C1 (stereo not given)	-9%	-1%	6%	-4%	i	1.8	-12%	-4%	-0.4%
COc1ccc(CCNC(=O)c2cc(=O)c3ccc(C)cc3o2)cc1OC	-27%&-1%	-1%	-9%&-13%	3%&5%	i	-0.5	?	-2%&-7%	0.2%&4.0%
OC(CNCC1(N2CCCCC2)CCCCC1)COc1ccc(Cl)cc1Cl (stereo not given)	-31%	1%	-19%	2%	i	2.9	12%	3%	7.5%
Cc1ccccc1-n1c(C)cc(/C=N/Nc2ccc([N+](=O)[O-])cn2)c1C	-5%	0%	7%	15%	i	0.9	0%	?	5.2%
O=C(c1ccccc1Sc1c(Cl)cccc1[N+](=O)[O-])N1CCOCC1	-11%	-1%	-23%	-1%	i	-3.6	-11%	11%	15%
COc1ccc(N2CCN(S(=O)(=O)c3ccc(OC)cc3)CC2)cc1	4%	-3%	-27%	6%	i	-0.8	-22%	1%	0.0%
COc1cc(/C=C2/NC(=O)N(Cc3ccccc3F)C2=O)ccc1O	-30%	-3%	2%	3%	i	-2.2	?	0%	?
CCOC(=O)c1cc(-c2ccccc2)n(CCCC(=O)Nc2ccc(C(C)C)cc2)c1C	-28%	.	?	1%	.	.	.	-22%	-1.0%
CC(C)NC(=O)CSc1nnc(-c2ccc(C(C)(C)C)cc2)n1C	-19%	0%	-5%	7%	i	1.6	5%	0%	2.1%
COc1cccc(OCCCOc2ccccc2C(C)C)c1	-27%	0%	?	10%	i	1.4	4%	4%	-0.6%
Cc1ccc2[nH]c(C(=O)NN=C3CCCCC3)c(-c3ccccc3)c2c1	-1%	-9%	?	1%	i	-2.4	-17%	-11%	8.4%
O=C(CNC(=O)c1ccco1)NCC(=O)OCc1ccc(Cl)cc1Cl	-12%	1%	-30%	6%	i	-2.1	-4%	-6%	-0.6%
Cc1ccc2[nH]c(O)c(N=Nc3nc4ccccc4s3)c2c1	-12%	1%	-16%	-7%	i	-1.9	?	-22%	7.3%
COc1ccccc1-c1sc2ccccc2c1-c1ccc2c(c1)OCCO2	-10%	20µM*	-21%	-7%	i	-6.1	14%	0%	27%
O=C(O)c1ccccc1C(=O)NCc1ccccc1	-9%	2%	8%	13%	i	-6.8	.	3%	1.8%
Cn1c(O)c(N=NC(=O)Cc2c[nH]c3ccccc23)c2ccccc21	-20%	.	?	8%	i	-0.7	2%	0%	2.0%
O=C1C(Cl)=C(NCc2ccco2)C(=O)c2ccccc21	-109%	.	11µM*	-79%[inhibitor]	i	-1.3	-20%	-11%	-2.3%
COc1ccc(S(=O)(=O)N2CCN(C(=O)[C@H](Cc3ccccc3)NC(=O)c3ccco3)CC2)cc1	1%	-1%	-20%	14%	i	0.2	21%	0%	0.3%
COC(=O)C1CN(Cc2ccccc2)C(=O)C1=O (stereo not given)	11%	.	20%	13%	i	0.5	-6%	0%	0.3%
